HCV NS3 hel inh – inhibitors of HCV NS3 helicase, primary screen, biochemical, Cy5 molecular beacon fluorescence | AID 1800, 2009 | actives 0.56% (n = 290,000) | NS3 helicase DNA unwinding | inhibition, % at 10.9 µM | Hepatitis C virus NS3 helicase;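 active = inhibition above the mean of all tested compounds plus 3 SD, set per campaign, cut at about 35% in these data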;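 note: 0% = DMSO wells and 100% = thioflavine S control wells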
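Assay system – hepatitis C virus NS3 helicase domain fragment enzyme · Buffer or medium – MOPS pH 6.5, MgCl2, DTT, Tween20, BSA · Reagent – Cy5/quencher beacon DNA duplex and ATP to start · Compound – single 10.9 µM dose · Timing – 1 h at 25 °C · Technique – Cy5 beacon fluorescence read at start and 1 h · Measure – % inhibition of unwinding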
MEKK2 mut-MEK5 – MEK5 binding signal on mutant MEKK2 PB1, primary screen, biochemical, multiplex bead flow cytometry, Alexa488-MEK5; Alexa488-MEK5 binding to MEKK2 mutant; percent response, % at 10 µM; actives 0.35% (n = 290,000); in the data active = percent response above about 24%, passing the limit was not always enough; note: inactives centre near 1; some results filed as inactive read as strong as hits; reference of the scale not given here
FID counter – compounds displacing fluorescent DNA intercalator, primary screen, artefact control for HCV NS3 helicase inhibitor project, biochemical, FID fluorescence. AID 1845, 2009. actives 0.17% (n = 290,000). inhibition, % at 7.9 µM. DNA fluorescent intercalator displacement; in the data active = inhibition above about 37%;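 note: 0% = vehicle and 100% = reference compound; higher means more ethidium bromide displaced from hairpin DNA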
UBC9 SUMO inh – inhibitors of in vitro SUMOylation cascade, primary screen, biochemical, HTRF, uHTS. SUMO-conjugating enzyme UBC9 (Homo sapiens), P63279. HTRF SUMOylation assay, SAE1/SAE2 + UBC9. inhibition, % at 35 µM. actives 0.36% (n = 290,000). AID 2006, 2009; in the data active = inhibition above about 50%, passing the limit was not always enough; note: strong numbers were not always called active
Target sequence (P63279 whole entry, looked up): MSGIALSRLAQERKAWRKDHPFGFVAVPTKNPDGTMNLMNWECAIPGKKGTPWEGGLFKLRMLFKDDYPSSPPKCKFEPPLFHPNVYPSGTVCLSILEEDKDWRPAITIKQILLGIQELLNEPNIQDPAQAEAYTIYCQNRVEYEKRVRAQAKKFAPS
MEKK3 PB1 HTS – modulators of MEKK3-MEK5 PB1 binding, primary screen, biochemical, wildtype MEKK3, multiplex bead flow cytometry, Alexa488-MEK5; binding response (% of control), % at 10 µM; Mitogen-activated protein kinase kinase kinase 3 (Homo sapiens), Q99759; bead-based flow cytometry, Alexa488-MEK5 binding to MEKK3; actives lie on both sides; 0 = blocked by unlabeled MEK5, 100 = vehicle; actives 1.4% (n = 290,000);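 active = binding response more than 3 SD above or below the average of its plate-row segment, actives on both sides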;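 note: Alexa488 bead fluorescence after subtracting the streptavidin-only scavenger bead signal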
Target sequence (Q99759 whole entry, looked up): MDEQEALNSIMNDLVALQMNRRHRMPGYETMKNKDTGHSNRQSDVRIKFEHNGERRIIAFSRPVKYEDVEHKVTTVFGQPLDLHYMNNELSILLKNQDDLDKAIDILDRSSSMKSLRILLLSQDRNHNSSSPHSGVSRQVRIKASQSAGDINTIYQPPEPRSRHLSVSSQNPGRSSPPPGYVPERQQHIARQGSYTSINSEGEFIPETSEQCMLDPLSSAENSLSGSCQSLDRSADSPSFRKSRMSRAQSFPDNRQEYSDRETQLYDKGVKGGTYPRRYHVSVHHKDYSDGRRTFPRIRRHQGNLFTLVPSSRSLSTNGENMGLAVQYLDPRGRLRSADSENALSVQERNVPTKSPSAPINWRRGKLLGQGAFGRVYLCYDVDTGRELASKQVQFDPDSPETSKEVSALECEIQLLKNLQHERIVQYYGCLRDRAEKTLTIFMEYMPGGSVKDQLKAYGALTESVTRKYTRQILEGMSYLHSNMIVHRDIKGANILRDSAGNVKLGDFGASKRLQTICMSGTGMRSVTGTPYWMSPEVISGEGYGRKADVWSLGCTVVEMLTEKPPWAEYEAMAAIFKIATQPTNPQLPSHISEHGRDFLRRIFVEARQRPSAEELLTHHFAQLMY
CRFR2-BP antag – antagonists of CRF-BP/CRF-R2 complex, primary screen, cell-based, HEK293, calcium dye fluorescence, uHTS | CRF-induced calcium fluorescence | inhibition, % at 11.8 µM | actives 0.59% (n = 350,000);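 active = inhibition of the ligand-induced calcium signal above about 50% at the single tested concentration, limit read from the data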
GalR3 antag – GalR3 antagonists in HEK293 cells, primary screen, cell-based, fluorescence readout; actives 0.44% (n = 360,000); Galanin receptor type 3 (Homo sapiens), O60755; inhibition, % at 3 µM; HEK293 GalR3-CNG cAMP membrane potential fluorescence; galR3 body fused to GalR1 C-terminus;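 active = inhibition above the screen-wide average plus 3 SD, cut at about 13% in these data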;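 note: forskolin and galanin both at EC90 stimulate the cells; cAMP rise reported by CNG channel membrane potential dye signal; 0% = forskolin plus galanin with DMSO and 100% = forskolin alone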
Target sequence (O60755 1-299 limits assumed): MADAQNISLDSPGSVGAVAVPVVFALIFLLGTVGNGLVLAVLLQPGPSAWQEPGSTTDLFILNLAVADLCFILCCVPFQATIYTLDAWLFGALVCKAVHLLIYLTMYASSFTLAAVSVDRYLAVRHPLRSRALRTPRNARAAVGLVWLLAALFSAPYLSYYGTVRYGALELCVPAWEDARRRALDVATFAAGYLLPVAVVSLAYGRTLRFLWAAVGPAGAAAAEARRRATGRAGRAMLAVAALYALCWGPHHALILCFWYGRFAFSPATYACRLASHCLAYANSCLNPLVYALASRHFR
MEKK2wt PB1 HTS – modulators of MEK5 binding to wildtype MEKK2, primary screen, biochemical, multiplex bead flow cytometry, Alexa488-MEK5; Mitogen-activated protein kinase kinase kinase 2 (Homo sapiens), Q9Y2U5; Alexa488-MEK5 binding to MEKK2 WT; actives lie on both sides; binding response (% of control), % at 10 µM; AID 1531, 2009; actives 1.1% (n = 290,000); in the data active = binding response below about 67% or above about 130%
CRFR2-BP ag – agonists of CRF-BP/CRF-R2 complex, primary screen, cell-based, HEK293, calcium dye fluorescence, uHTS; AID 588473, 2011; CRF-binding protein / CRF receptor 2 complex (human); activation, % at 13.2 µM; actives 0.46% (n = 350,000); calcium dye fluorescence (FLIPR); percent of saturating CRF peptide response;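 active = activation of at least 50%, plus an integration ratio under a set limit after plate pattern correction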;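 note: plate controls were neutral control wells without compound for no effect and CRF at EC100 for full effect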
An asterisk follows results filed as active; . = no result given. Only part of the results is shown; the hit share may differ from the screen's.

item	mol	HCV NS3 hel inh	MEKK2 mut-MEK5	FID counter	UBC9 SUMO inh	MEKK3 PB1 HTS	CRFR2-BP antag	GalR3 antag	MEKK2wt PB1 HTS	CRFR2-BP ag
1	CCOC(=O)c1c(-c2ccccc2)csc1NC(=O)CSc1nc(N)cc(N)n1	-5	0	-6	-23	119	10	-2	104	1.5
2	CCOc1cccc(/C(O)=C2/C(=O)C(=O)N(CCN3CCOCC3)C2c2ccncc2)c1 (stereo not drawn)	-5	-8	4	10	96	.	.	91	.
3	S=C(Nc1ccccc1)Nn1cnnc1	-7	-2	3	8	99	6	-1	100	-2.4
4	CC(=O)c1ccc2c3c(cccc13)C(=O)N(c1c(C)nn(C)c1C)C2=O	11	4	-5	10	102	-2	0	103	1.5
5	CCn1c(SCC(=O)NNC(=O)c2ccc(OC)cc2)nnc1-c1ccco1	2	0	-6	12	103	-4	0	102	-1.0
6	COc1ccc(CNC(=O)c2sccc2C)cc1	8	-4	-2	11	100	6	-5	100	0.1
7	O=C(N/N=C\c1ccccn1)c1ccccc1O	14	-13	-8	10	95	8	-2	89	-0.6
8	COc1ccccc1C(=O)C1CCCN(C(=O)CN2CCCCC2=O)C1 (stereo not drawn)	-3	-5	-7	16	97	-7	-4	94	-0.3
9	COc1cc(NC(=O)c2ccc(C)cc2)c(OC)cc1NC(=O)CN1CCCCC1	-9	-3	9	-18	112	-10	-2	99	-1.4
10	CC(C)CCC(O)(c1ccccc1)C(CN1CCOCC1)c1ccccc1 (stereo not drawn)	-3	2	-15	-19	103	-20	-4	99	-0.3
11	Cc1ccccc1C(=O)N[C@H](C(=O)OCC(=O)c1ccc[nH]1)C(C)C	-3	-7	-2	-10	99	-5	2	112	0.0
12	COC(=O)c1ccc(CSc2nc3c(cnn3-c3ccc(F)cc3)c(=O)[nH]2)o1	7	6	-5	5	103	52*	.	103	-0.7
13	COC(=O)C(CSCc1ccccc1)NC(=O)CSc1nc(C)cc(=O)[nH]1 (stereo not drawn)	12	1	-4	14	98	28	-1	102	-1.4
14	Cc1ccc(S(=O)(=O)N(CC(O)CN2CCCCC2)c2ccccc2)cc1 (stereo not drawn)	6	5	6	2	106	-7	1	111	-1.1
15	COc1ccc(C(=O)NC(=S)Nc2ccc(S(=O)(=O)Nc3cc(OC)nc(OC)n3)cc2)cc1	-2	-6	-35	1	101	3	-5	98	1.7
16	O=C(NCc1ccc(Cl)cc1)c1noc2c1CCCCC2	-1	6	-16	10	98	-17	-6	100	-0.9
17	Fc1ccccc1/C=N/n1c(-c2cccnc2)n[nH]c1=S	-5	-9	-7	20	92	-10	-5	91	0.7
18	Cn1nc(C(F)(F)F)c(/C=N/OC(=O)c2ccccc2)c1Cl	-1	9	-1	7	115	-3	-5	124	-1.6
19	O=C(N/N=C/C=C\c1ccccc1)c1cnccn1	1	4	-1	14	108	-6	3	104	2.2
20	Cc1ccc(C(=O)c2cc3ccccc3o2)cc1[N+](=O)[O-]	-1	7	1	2	108	-31	0	110	-0.2
21	FC(F)(F)c1cccc(NC(=S)N2CCN(c3cccc(C(F)(F)F)c3)CC2)c1	-11	7	-3	9	110	9	-7	110	3.5
22	CCOc1ccc(C(CC(=O)O)NC(=O)COc2ccccc2OC)cc1OC (stereo not drawn)	-8	-3	-23	10	103	17	-1	99	-1.6
23	COc1ccccc1C(=O)NC(=S)Nc1ccc(N2CCN(C(=O)c3ccco3)CC2)cc1	9	3	-18	-18	102	-11	-3	102	-1.2
24	CSc1nnc(CCCCCCCCc2nnc(SC)o2)o1	-24	1	-26	-9	103	6	-5	102	1.5
25	CC1CN(C(=O)c2ccccc2)c2ccccc2NC1=O (stereo not drawn)	1	-3	0	8	98	-38	-2	99	-1.6
26	COc1ccccc1NS(=O)(=O)c1cccc(NC(=O)c2nc3nc(C)cc(C)n3n2)c1	-3	-2	-17	6	97	1	-1	99	-2.6
27	COC(=O)Cc1c(O)ccn(CCc2ccc(S(N)(=O)=O)cc2)c1=O	9	7	-3	-8	106	8	-8	102	2.8
28	N#Cc1nc(-c2ccccc2Cl)oc1NCc1ccco1	-4	.	-12	-21	.	14	-9	.	-2.3
29	Cc1ccc(NC(=O)C2CC(=O)N(C(C)C)C2)cc1C (stereo not drawn)	0	9	-2	5	109	32	-5	109	8.9
30	CCc1ccc(N(C(=O)c2csnn2)C(C(=O)NC2CCCCC2)c2cccnc2)cc1 (stereo not drawn)	6	-4	-34	1	100	-7	-4	99	-0.1
31	O=C(COc1ccc2ccccc2c1)NNC(=O)Nc1ccccc1F	-1	4	-18	18	106	-5	3	106	-0.8
32	CC(C)(C)OC(=O)NCC(=O)Oc1cc2oc(=O)cc(-c3ccccc3)c2cc1Cl	5	0	-5	42	123	32	-1	103	2.7
33	O=C(CSc1nnc(COc2cccc3ccccc23)o1)N1c2ccccc2CCc2ccccc21	-10	3	-18	-6	103	-4	-2	95	2.5
34	Cc1ccc(S(=O)(=O)NN=C2C3CC4CC(C3)CC2C4)cc1[N+](=O)[O-]	-1	10	-1	-8	105	9	-2	86	-4.6
35	CCCn1c(CNC(=O)c2cccs2)nc2ccccc21	-5	11	-5	3	110	-1	.	112	-2.3
36	C=CCNC(=O)COc1ccc(Br)cc1Cl	3	-1	-2	8	99	-17	-3	96	0.4
37	CCCn1c(=O)c(C(=O)Nc2ccccc2C)c(O)c2ccccc21	-5	4	-2	6	106	-14	-7	109	0.4
38	Cc1nc(-c2ccccc2)sc1-c1n[nH]c(=S)n1C	11	-4	-8	7	95	5	-3	93	-2.9
39	O=C(/C=C/c1ccccc1)N(Cc1cccs1)C1CCS(=O)(=O)C1 (stereo not drawn)	-15	-4	-26	14	85	-7	1	79	1.8
40	COc1ccc2nc(C)cc(SCC(=O)NNC(=O)COc3cccc4ccccc34)c2c1	-49	-1	0	30	105	11	-4	97	-2.1
41	CCC(CO)Nc1ccc(-c2n[nH]c(=O)c3ccccc23)cc1[N+](=O)[O-] (stereo not drawn)	-10	2	-14	-7	103	-1	-8	102	-5.0
42	CC(C)(C)c1ccc(C(=O)Nc2nnc(C3=COCCO3)o2)cc1	2	4	-30	-1	105	-6	-2	107	0.3
43	Cc1ccccc1CS(=O)(=O)c1snnc1C	5	0	-6	-8	100	-4	-6	100	-1.8
44	Cc1cc(C)n(-c2ccc3nncn3n2)n1	3	-3	-4	-8	101	-7	-4	98	-0.9
45	COc1cccc(OCc2nc3ccccc3[nH]2)c1	1	13	-5	7	110	-6	0	113	-5.6
46	N#CCCN1CCN(Cc2cc(-c3ccccc3)ccc2O)CC1	-23	2	15	21	101	21	-6	105	-2.6
47	Cc1ccc(NC(=S)N/N=C/c2c(C)[nH]c3ccccc23)cc1	-30	50	11	-22	110	-61	-9	38*	1.5
48	Cn1cc(SCC(N)=O)c2ccccc21	-3	14	-1	2	110	-18	.	112	-0.9

2 records picked at random from the list so far:
item	mol	HCV NS3 hel inh	MEKK2 mut-MEK5	FID counter	UBC9 SUMO inh	MEKK3 PB1 HTS	CRFR2-BP antag	GalR3 antag	MEKK2wt PB1 HTS	CRFR2-BP ag
46	N#CCCN1CCN(Cc2cc(-c3ccccc3)ccc2O)CC1	-23	2	15	21	101	21	-6	105	-2.6
42	CC(C)(C)c1ccc(C(=O)Nc2nnc(C3=COCCO3)o2)cc1	2	4	-30	-1	105	-6	-2	107	0.3

Other entries follow.
item	mol	HCV NS3 hel inh	MEKK2 mut-MEK5	FID counter	UBC9 SUMO inh	MEKK3 PB1 HTS	CRFR2-BP antag	GalR3 antag	MEKK2wt PB1 HTS	CRFR2-BP ag
49	O=S(=O)(c1ccccc1)N1CCSC1c1ccco1 (stereo not drawn)	-2	11	0	-6	105	21	0	107	-0.6
50	O=C(C[n+]1ccccc1)Nc1ccccc1[N+](=O)[O-]	-2	0	1	1	105	3	-4	102	-0.9
51	CCOC(=O)c1cc(C(=O)NN)c(=O)[nH]c1C	9	3	-4	-1	106	4	-3	106	0.6
52	CC(C)C(=O)N1CCN(c2ccccc2NC(=O)c2cc([N+](=O)[O-])ccc2N2CCOCC2)CC1	-8	-15	-26	-12	89	6	4	83	-0.8
53	O=C(O)c1ccccc1Nc1ccc([N+](=O)[O-])cc1C(=O)O	15	-1	1	19	98	-12	4	96	-0.1
54	CN(C)CCNC(=O)c1cc2c(=O)n(C)c3ccccc3c2n1C	3	2	6	16	95	-7	-3	97	-0.8
55	Cc1ccc(/C(N)=N/OC(=O)c2ccc3ccccc3c2)cc1	-2	2	-5	23	102	17	-2	103	0.0
56	O=C(Nc1ccc(Br)cc1F)c1cccnc1	11	-1	-8	-5	104	-12	-6	102	0.1
57	O=C(C1=C(O)C(=O)N(CCN2CCOCC2)C1c1ccccc1)c1cccs1 (stereo not drawn)	-2	1	-9	.	101	1	0	99	-0.5
58	Cc1cc(C)c(S(=O)(=O)Nc2ncn[nH]2)cc1C	23	0	-16	12	100	-10	-6	97	3.5
59	C=CCNC(=S)N(CC=C)C1CCS(=O)(=O)C1 (stereo not drawn)	0	-3	2	7	89	29	1	93	-1.8
60	CC1(C(=O)NC2CCCC2)CCC(=O)N1Cc1ccccc1Cl (stereo not drawn)	-2	2	-3	0	92	-14	-3	91	-2.1
61	O=C(Nc1ccc(S(=O)(=O)Nc2nccs2)cc1)c1ccc(=O)[nH]c1	1	-1	2	22	102	1	-5	98	5.1
62	O=S(=O)(NCC(c1ccco1)N1CCN(c2ccccc2F)CC1)c1ccc2c(c1)OCCO2 (stereo not drawn)	-16	3	-21	-26	98	0	7	104	-2.5
63	COc1ccc(-n2c(=O)c3c(C)c(C)sc3n(Cc3ccc(F)cc3)c2=O)c(OC)c1	-9	-5	0	-19	103	4	-7	97	1.0
64	CC(=O)N1N=C(c2ccccc2)OC1c1cccnc1 (stereo not drawn)	10	-3	0	0	98	-9	-6	100	-2.2
65	COC(=O)c1ccc(NC(=O)c2ccc(NS(=O)(=O)c3cccc4cccnc34)cc2)cc1	-14	1	-19	-12	101	-15	.	105	1.5
66	COCCNS(=O)(=O)c1ccc(Cl)c(C(=O)NC2CCN(Cc3ccccc3)CC2)c1	-3	3	-5	10	104	4	-10	110	0.1
67	COc1ccccc1S(=O)(=O)c1ccccc1[N+](=O)[O-]	-3	-4	2	3	97	-7	0	100	0.9
68	CC(C)[C@H](NS(=O)(=O)c1cccc(Cl)c1)C(=O)OCC(=O)N1CCN(c2ccccc2)CC1	1	3	-29	2	122	-14	-3	103	2.4
69	COc1ccc(CN(C(=O)c2ccc(-c3ccccc3)[nH]2)C(C(=O)NC(C)(C)C)c2ccncc2)cc1 (stereo not drawn)	-6	-16	-17	-13	82	-9	-5	81	-0.6
70	Cc1nc(Cl)sc1C(=O)O	6	-6	0	1	101	-4	-2	97	2.0

Assay outcomes: PubChem BioAssay, several laboratories
